Screening results from PubChem.
TSG101-PTAP inh: blocks PTAP/TSG101 interaction to inhibit HIV-1 budding | 340,000 tested, under 10 active | Fluorescence polarization, FITC-PTAP peptide / Tsg101 binding | Potency, µM (highest dose often 115 µM), for inactives: at the highest dose activity change, negative = inhibition, usual class: inhibitors | Q99816; active means well fitted inhibition curve with a large enough effect in the main read-out, with a control signal flat, not every such curve was filed as active; inconclusive means small, poorly fitted or top-dose-only effect, or effect the other way, or a change in a side signal; inactive means no such curve, though single readings can be large or run the other way; further: potency means the concentration at half of the fitted maximal effect; % of control where 0% means no effect
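Compounds were pin-transferred onto Tsg101 binding domain (10 uM final) in HEPES pH 7.5 buffer, then FITC-PTAP peptide was added at 50 nM final. After 20 min at RT, polarization reported peptide displacement across a qHTS concentration series.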
MBNL1 CUG block: inhibitors of human MBNL1 binding to CUG repeat RNA. Potency, µM (titrated, usually from 57.5 µM), for inactives: at the highest dose activity change, negative = inhibition, most hits filed as inhibitors. 0.036% of 280,000 active. AID 2675. TR-FRET MBNL1-His/biotin-(CUG)12 binding, 665/545 ratio; active means well fitted inhibition curve with a large enough effect in the signal ratio, with a control signal flat, not every such curve was filed as active; inconclusive means small, poorly fitted or top-dose-only effect, or effect the other way, or a change in a side signal; inactive means no such curve, though single readings can be large or run the other way; the % refers to the signal ratio; further: potency means the concentration at half of the fitted maximal effect; on the % scale 0 is the no-effect control and ±100 the full control effect
Target sequence (Q9NR56 whole entry, looked up): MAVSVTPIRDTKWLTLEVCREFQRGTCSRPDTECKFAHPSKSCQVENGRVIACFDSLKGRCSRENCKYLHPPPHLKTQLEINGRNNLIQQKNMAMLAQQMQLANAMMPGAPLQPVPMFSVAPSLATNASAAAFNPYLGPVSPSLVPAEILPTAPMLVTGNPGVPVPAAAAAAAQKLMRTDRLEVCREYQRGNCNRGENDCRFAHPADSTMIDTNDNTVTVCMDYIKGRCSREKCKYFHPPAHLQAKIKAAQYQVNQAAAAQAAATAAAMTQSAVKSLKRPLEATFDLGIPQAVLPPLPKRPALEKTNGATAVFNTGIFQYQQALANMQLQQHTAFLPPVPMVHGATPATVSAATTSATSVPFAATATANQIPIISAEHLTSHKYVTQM
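Compound titration spanned 92 nM–58 uM against the MBNL1-His/biotin-(CUG)12 complex. After 60 min at room temperature with 5 nM streptavidin-XL665 and 0.055 ng/ul terbium anti-His, ratiometric 665/545 nm emission (Ex 340 nm) normalized to controls.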
Menin MLL FP TR: menin-MLL binding inhibition, Texas Red mutant peptide | O00255 | Menin + Texas Red MLL mutant peptide, fluorescence polarization | Potency, µM (doses to about 61.6 µM), for the others: at the highest dose FP activity change, negative = inhibition, hits mostly inhibitors | 0.23% of 270,000 active; active means well fitted inhibition curve with a large enough effect in the polarisation, with a control signal flat, not every such curve was filed as active; inconclusive means small, poorly fitted or top-dose-only effect, or effect the other way, or a change in a side signal; inactive means no such curve, though single readings can be large or run the other way; the % refers to the polarisation; further: potency means the concentration at half of the fitted maximal effect; % of control where 0% means no effect; many of its hits are not listed in these tables
Target sequence (O00255 whole entry, looked up): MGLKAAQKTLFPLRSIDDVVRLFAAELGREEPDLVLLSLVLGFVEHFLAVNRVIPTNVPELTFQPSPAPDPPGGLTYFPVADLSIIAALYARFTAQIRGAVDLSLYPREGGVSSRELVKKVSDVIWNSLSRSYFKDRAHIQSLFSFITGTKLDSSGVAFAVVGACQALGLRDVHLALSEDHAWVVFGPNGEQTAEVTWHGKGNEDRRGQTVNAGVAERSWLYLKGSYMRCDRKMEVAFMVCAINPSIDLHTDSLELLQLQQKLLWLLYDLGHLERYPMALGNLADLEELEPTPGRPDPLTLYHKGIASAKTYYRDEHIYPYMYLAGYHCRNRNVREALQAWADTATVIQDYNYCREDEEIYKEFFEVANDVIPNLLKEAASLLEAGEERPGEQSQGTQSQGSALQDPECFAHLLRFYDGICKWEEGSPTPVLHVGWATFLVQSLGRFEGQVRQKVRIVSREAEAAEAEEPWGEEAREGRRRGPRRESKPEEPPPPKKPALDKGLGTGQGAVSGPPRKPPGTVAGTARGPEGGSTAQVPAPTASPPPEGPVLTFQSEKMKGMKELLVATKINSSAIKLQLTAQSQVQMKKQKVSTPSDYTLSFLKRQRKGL
TCR act: T cell receptor activation | primary human leukocytes, anti-CD3, IL-2 HTRF, 48 h | Potency, µM (titrated, usually from 9.22 µM), for the others: at the highest dose activation of IL-2 secretion, most hits filed as activators | 330,000 tested, under 10 active | AID 504894; further: % of control where 0% means no effect
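Readout: HTRF IL-2, Eu-cryptate/d2 antibody pair, 320nm excitation, 665nm emission. Stimulus: a-CD3 beads, no co-stimulation. Cells: primary human leukocytes. Exposure: 48 hr with compound.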
MLL CXXC-DNA inh: blocks binding of human MLL CXXC domain to DNA | Q03164 | MLL-CXXC / FITC-HOXA9 DNA fluorescence polarization | Potency, µM (doses to about 115 µM), for inactives: at the highest dose activity change, negative = inhibition, usual class: inhibitors | 0.037% of 290,000 active | AID 2662; active means well fitted inhibition curve with a large enough effect in the polarisation, with a control signal flat, not every such curve was filed as active; inconclusive means small, poorly fitted or top-dose-only effect, or effect the other way, or a change in a side signal; inactive means no such curve, though single readings can be large or run the other way; the % refers to the polarisation; further: potency means the concentration at half of the fitted maximal effect
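Fluorescence polarization: 7 uM MLL-CXXC (stock) preincubated 5 min with compounds, then 50 nM fluorescein-HOX-A9 DNA (stock) added; 30 min ambient. Buffer 50 mM Tris-HCl pH 7.5, 50 mM NaCl, 1 mM DTT, 0.05% BSA.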
Mito fusion yeast: inhibitors of mitochondrial division or activators of mitochondrial fusion; S. cerevisiae fusion-defective mutant growth rescue, CellTiterGlo 48 h; Potency, µM (highest dose often 46.1 µM), for the others: at the highest dose growth rescue (activation), actives largely listed as activators; 0.23% of 320,000 active;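 further: potency means the concentration at half of the fitted maximal effect; % of control where 0% means no effect; nearly all actives have a fitted effect of over 45% in size; temperature-sensitive fusion mutants such as fzo1-1 at 37 °C on non-fermentable ethanol glycerol medium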
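Yeast fusion mutant, YPEG (non-fermentable carbon), compound, 48 h at 37C non-permissive; CellTiterGlo added, 10 min RT, luminescence read. Rescued growth = division inhibition.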
TSHR antagonist: antagonists of human thyroid stimulating hormone receptor; TSHR-expressing cells, TSH-stimulated cAMP HTRF, 2 h; stronger effect = lower value; AID 504810; 0.2% of 330,000 active; P16473; activity change, negative = inhibition, % at 11.5 µM;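 active means activity change below a set negative limit, meaning inhibition stronger than a set level, cut at about -70% in these data; inconclusive means activity change between two set negative limits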; further: on the % scale 0 is the no-effect control and ±100 the full control effect
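Inhibition of cAMP made by TSHR-expressing cells under TSH stimulation (4nM final, EC80; 2 h, 37 deg C) is quantified with a one-step lysis HTRF kit, anti-cAMP cryptate versus cAMP-d2.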
Integrin act MD: activators of alpha7 integrin expression for muscular dystrophy | alpha7betagal myoblasts, beta-gal FDG fluorescence, 48 h | Potency, µM (top dose mostly 38.3 µM), for inactives: at the highest dose activation, hits mostly activators | 0.064% of 350,000 active;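 further: potency means the concentration at half of the fitted maximal effect; 100% = response of the positive control SU9516; nearly all actives have a fitted effect of over 60% in size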
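alpha7betagal+/- myoblasts (passage 13, 250/well) treated 48 h at 37C with compounds at 1:260 dilution of DMSO stock. Lysed, then beta-galactosidase activity read as FDG fluorescence (ex 480/em 540) after 30 min, with pre-read for autofluorescence.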
A-T KAP1 phos: candidate therapy for ataxia-telangiectasia | Potency, µM (series often up to 57.5 µM), without a hit: at the highest dose activation, most hits filed as activators | 0.19% of 320,000 active | […] A-T fibroblasts, KAP-1 phosphorylation AlphaLISA; neocarzinostatin DNA damage 30 min before lysis | AID 485349; further: potency means the concentration at half of the fitted maximal effect; % of control where 0% means no effect; nearly all actives have a fitted effect of over 45% in size
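ATM-like activity read as KAP-1 phosphorylation via AlphaLISA donor/acceptor antibody pairs after lysis and 6 hr at 25C. Cells were ATM-null patient fibroblasts ([…], hTERT), dosed 60 min, then exposed to the DSB inducer NCS for 30 min.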
S-ASM inh: blocks human secretory acid sphingomyelinase; placental ASM, HMU-PC fluorogenic substrate, 60 min; Potency, µM (doses to about 57.5 µM), without a hit: at the top dose activity change, negative = inhibition, usual class: inhibitors; 0.006% of 340,000 active; P17405; further: potency means the concentration at half of the fitted maximal effect
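Human placenta-derived ASM enzyme was preincubated with compound for 10 minutes at room temperature, then given fluorogenic substrate HMU-PC0 (9 uM final) for 60 minutes at 37 °C; a pH 10 stop preceded fluorescence reading at Ex 386/Em 447 nm.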
The depositor's hits bear a star; ? = inconclusive; / = not tested or not shown; [ ] = another dose, or the depositor's remark. Unless noted, the call rests on the fitted dose curve; in most records, active means well fitted curve in the direction sought with a large enough effect; inconclusive means small, poorly fitted or top-dose-only effect, or another doubt; inactive means no such curve, though single readings can be large; an effect the other way counts as inactive or inconclusive. Only part of the results is shown; the hit share may differ from the screen's.

SMILES | TSG101-PTAP inh | MBNL1 CUG block | Menin MLL FP TR | TCR act | MLL CXXC-DNA inh | Mito fusion yeast | TSHR antagonist | Integrin act MD | A-T KAP1 phos | S-ASM inh
Cn1c(SCC(=O)c2c(N)n(C)c(=O)n(C)c2=O)nnc1-c1ccccc1F | 0% | -13% | -5% | -4% | -5% | 3% | 4 | -17% | 9% | 1%
CCN(CC(=O)NCc1ccncc1)S(=O)(=O)c1cc(Cl)ccc1Cl | -13% | -9% | ? | -1% | 11% | -3% | 5 | 2% | 6% | -2%
FC(F)(F)c1nnc2n1N=C(c1ccccc1)CS2 | -4% | -2% | -4% | 10% | 27% | 1% | -2 | 14% | -11% | -1%
COC(=O)c1cc2ccsc2n1Cc1nc(-c2cccc(Cl)c2)oc1C | -3% | 4% | 1% | -30% | 9% | 11% | -7 | 7% | 18% | -4%
COc1nc(C)ccc1-c1noc(-c2ccco2)n1 | / | 6% | 9% | / | 1% | 2% | -12 | 12% | 3% | -2%
COc1cccc(N2CC(C(=O)Nc3nnc(SCc4ccccn4)s3)CC2=O)c1 (stereo not drawn) | -1% | -5% | 7% | -1%[46.1 µM] | 3% | 0% | -20 | 2% | -9% | 3%
Cc1[nH]nc(SCC(=O)N2CCCCC2)c1[N+](=O)[O-] | -6% | 14% | / | -3% | 5% | 3% | 1 | 4% | 1% | 4%
CCOc1ccccc1NC(=O)CN1c2cccc3cccc(c23)S1(=O)=O | -10% | / | / | 2% | / | 4% | -10 | -21% | 17% | 44%[activator]
CN(Cc1ccccc1)CC(O)COc1ccc(CNCc2cccnc2)cc1 (stereo not drawn) | 0% | -2% | -13% | -11% | -3% | -8%[1.84 µM] | 16 | ? | 9% | 0%
NC(=O)CC(NC(=O)c1cccc(Br)c1)c1ccc(N2CCC(N3CCCC3)CC2)c([N+](=O)[O-])c1 (stereo not drawn) | 0% | 15% | / | 3% | 1% | -4% | 7 | -1% | -9% | -5%
Cc1nn(-c2ccccc2)c2nc(C(Cl)(Cl)Cl)[nH]c(=O)c12 | -3% | -10% | / | -3% | 27% | 19% | -10 | 8% | ? | 3%
CCOC(=O)C1=C(N)OC(C)=C(C#N)C1c1ccco1 (stereo not drawn) | 1% | 14% | -6% | -1%[46.1 µM] | 2% | -2% | 4 | -2% | 9% | 4%
COc1ccc(C(=O)O)cc1S(=O)(=O)NC(C)C12CC3CC(CC(C3)C1)C2 (stereo not drawn) | -5% | / | / | -3% | / | -4% | -16 | 7% | 1% | 4%
CCOc1ccc(C2NC(=O)c3sc(=S)n(-c4ccccc4)c3N2)cc1 (stereo not drawn) | 1% | ? | 14% | -2% | 2% | 3% | 4 | 7% | -5% | 0%
COc1ccc(NC(=O)COC(=O)c2cccc(S(=O)(=O)N3CCCCC3)c2)c(OC)c1 | -6% | / | / | 8% | / | 6% | -10 | 0% | 4% | -2%
O=C(/C=C/c1ccccc1)NCCc1ccc2c(c1)OCCO2 | -1% | 3% | -4% | 3%[46.1 µM] | -5% | 10% | -9 | -11% | 1% | 9%
CCOC(=O)CCCNc1ccc([N+](=O)[O-])cc1[N+](=O)[O-] | -1% | ? | 4% | -7%[46.1 µM] | 13% | -1% | -3 | 29% | -8% | 3%
Cn1c(N)c(C(=O)COC(=O)CN2C(=O)c3ccccc3C2=O)c(=O)n(C)c1=O | -6% | -1% | 12% | -1%[46.1 µM] | 1% | -2% | 0 | 9% | 13% | -6%
O=C(CCCC(=O)N(CC(=O)NC1CCCCC1)c1ccc(F)cc1)Nc1ccccn1 | -3% | 0% | -10% | 4% | -10% | -2% | -12 | 11% | 7% | -1%
COc1cccc(NC(C)=[N+](C)CCNS(=O)(=O)c2ccc(Cl)cc2)c1 | -9% | -2% | / | -8% | 0% | -2% | -5 | 26% | 0% | 3%
CCC1([N+](=O)[O-])COC(c2ccc(OC)cc2)OC1 (stereo not drawn) | -1% | / | / | -3% | / | / | / | 30% | / | 0%
O=C(CSc1ccc2nnc(-c3ccncc3)n2n1)Nc1ccc2c(c1)OCO2 | 0% | -20% | -10% | 4% | 6% | 1% | 3 | 7% | 9% | 3%
NC(=O)C1CCN(C(=O)c2cn(-c3ccccc3)nc2-c2cccnc2)CC1 | -3% | / | / | 3% | / | -1% | / | -2% | 4% | 7%
Cc1nc2ccc(NC(=O)c3oc4ccc(F)cc4c3C)cc2s1 | 1% | / | / | 8% | / | -2% | 11 | 24% | 2% | -3%
CC(C)c1ccc(NC(=O)C2CC(=O)N=C(N)S2)cc1 (stereo not drawn) | -2% | 8% | -4% | -2% | 2% | -9% | 13 | 0% | -5% | -5%
CC(C)CN(C(=O)COC(=O)c1ccc([N+](=O)[O-])s1)c1c(N)n(Cc2ccccc2)c(=O)[nH]c1=O | 0% | / | / | 2% | / | 7% | -11 | -22% | -1% | /
CCOC(=O)C1=C(C)S/C(=C\N(C)C)C1=O | 0% | 13% | 16% | -10% | 2% | 0% | 12 | 10% | -8% | 111%[activator]
CC(CCc1ccccc1)NC(=O)c1cncc(Br)c1 (stereo not drawn) | -9% | -3% | 7% | 1% | 3% | 0% | 0 | -8% | 1% | -1%
CCOC(=O)c1csc(NC(=O)c2ccc3c(c2)OCCO3)n1 | -2% | 43%[activator] | / | / | 20% | -1% | 1 | 13% | 8% | -1%
O=C(OCC(=O)c1cccs1)C1=COCCO1 | -5% | 7% | 19% | -3% | 21% | -9% | 20 | 24% | -12% | 4%
CCN1CCCCC(=N/O)/C(=N/O)CCCC1 | 5% | -11% | 9% | -5% | ? | -4% | 4 | 8% | -23% | 6%
NC(=O)c1cccn1Cc1cccc(Cl)c1 | -4% | -20% | 23% | -6% | 3% | -6% | 4 | 0% | 0% | 8%
COc1cccc2c1C1(O)C2CCCCCCCCCC12OCCCO2 (stereo not drawn) | -1% | / | / | -4% | / | / | / | 9% | / | -1%
N#CC1(NC(=O)CN2C(=O)NC(Cc3c[nH]c4ccccc34)C2=O)CCCCC1 (stereo not drawn) | 0% | / | / | 0%[46.1 µM] | / | / | 7 | 18% | 9% | -3%
CN(C)CCCNCCCNC(=O)c1ccncc1 | -7% | -19% | 2% | -3% | -19% | 0% | 1 | 0% | 7% | 5%
COc1cc(NC(=O)[C@@H](NC(=O)c2ccco2)C(C)C)c(OC)cc1NC(=O)c1ccccc1 | -1% | -7% | -1% | -14% | 3% | 2% | -4 | 30% | -2% | -1%
Cc1ccc(S(=O)(=O)Nc2ccccc2CNc2c(C)n(C)n(-c3ccccc3)c2=O)cc1 | -5% | 6% | -7% | / | -1% | 8% | 10 | 8% | 4% | 0%
CCOC(=O)C1(CCOc2ccccc2)CCN(Cc2ccc(O)cc2)CC1 | 3% | -17% | 6% | 2% | 34%[activator] | 8% | 20 | -17% | 6% | 0%
CC(CC(=O)Nc1cccc(F)c1)S(=O)(=O)c1ccc2c(c1)NC(=O)CO2 (stereo not drawn) | 1% | -3% | 6% | -3% | 1% | -3% | -9 | 8% | 2% | 3%

Only TSG101-PTAP inh, for some of the entries so far:
SMILES	TSG101-PTAP inh
N#CC1(NC(=O)CN2C(=O)NC(Cc3c[nH]c4ccccc34)C2=O)CCCCC1 (stereo not drawn)	0%
CN(C)CCCNCCCNC(=O)c1ccncc1	-7%
COc1cc(NC(=O)[C@@H](NC(=O)c2ccco2)C(C)C)c(OC)cc1NC(=O)c1ccccc1	-1%
Cc1ccc(S(=O)(=O)Nc2ccccc2CNc2c(C)n(C)n(-c3ccccc3)c2=O)cc1	-5%
CCOC(=O)C1(CCOc2ccccc2)CCN(Cc2ccc(O)cc2)CC1	3%

Profiles as entered above:
Listed for CC(CC(=O)Nc1cccc(F)c1)S(=O)(=O)c1ccc2c(c1)NC(=O)CO2 (stereo not drawn) : TSG101-PTAP inh = 1%; MBNL1 CUG block = -3%; Menin MLL FP TR = 6%; TCR act = -3%; MLL CXXC-DNA inh = 1%; Mito fusion yeast = -3%; TSHR antagonist = -9; Integrin act MD = 8%; A-T KAP1 phos = 2%; S-ASM inh = 3%
Listed for COc1cc(NC(=O)[C@@H](NC(=O)c2ccco2)C(C)C)c(OC)cc1NC(=O)c1ccccc1 : TSG101-PTAP inh = -1%; MBNL1 CUG block = -7%; Menin MLL FP TR = -1%; TCR act = -14%; MLL CXXC-DNA inh = 3%; Mito fusion yeast = 2%; TSHR antagonist = -4; Integrin act MD = 30%; A-T KAP1 phos = -2%; S-ASM inh = -1%
